# Source: PubChem
# Cav3 T inh: Cav3.2 calcium influx blockers – cell-based, Fluo-4 calcium fluorescence, FDSS, MLSMR library, primary screen; B-score at 10 µM; Voltage-dependent T-type calcium channel subunit alpha-1H (Homo sapiens), O95180; AID 449739, 2010; actives 4% (n = 100,000); Cav3.2-expressing cells; active compounds read low;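 active means single-dose well whose peak fluorescence ratio is a statistical outlier from its plate by either plate-standardised score or position-corrected B-score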
# Target sequence (O95180 whole entry, looked up): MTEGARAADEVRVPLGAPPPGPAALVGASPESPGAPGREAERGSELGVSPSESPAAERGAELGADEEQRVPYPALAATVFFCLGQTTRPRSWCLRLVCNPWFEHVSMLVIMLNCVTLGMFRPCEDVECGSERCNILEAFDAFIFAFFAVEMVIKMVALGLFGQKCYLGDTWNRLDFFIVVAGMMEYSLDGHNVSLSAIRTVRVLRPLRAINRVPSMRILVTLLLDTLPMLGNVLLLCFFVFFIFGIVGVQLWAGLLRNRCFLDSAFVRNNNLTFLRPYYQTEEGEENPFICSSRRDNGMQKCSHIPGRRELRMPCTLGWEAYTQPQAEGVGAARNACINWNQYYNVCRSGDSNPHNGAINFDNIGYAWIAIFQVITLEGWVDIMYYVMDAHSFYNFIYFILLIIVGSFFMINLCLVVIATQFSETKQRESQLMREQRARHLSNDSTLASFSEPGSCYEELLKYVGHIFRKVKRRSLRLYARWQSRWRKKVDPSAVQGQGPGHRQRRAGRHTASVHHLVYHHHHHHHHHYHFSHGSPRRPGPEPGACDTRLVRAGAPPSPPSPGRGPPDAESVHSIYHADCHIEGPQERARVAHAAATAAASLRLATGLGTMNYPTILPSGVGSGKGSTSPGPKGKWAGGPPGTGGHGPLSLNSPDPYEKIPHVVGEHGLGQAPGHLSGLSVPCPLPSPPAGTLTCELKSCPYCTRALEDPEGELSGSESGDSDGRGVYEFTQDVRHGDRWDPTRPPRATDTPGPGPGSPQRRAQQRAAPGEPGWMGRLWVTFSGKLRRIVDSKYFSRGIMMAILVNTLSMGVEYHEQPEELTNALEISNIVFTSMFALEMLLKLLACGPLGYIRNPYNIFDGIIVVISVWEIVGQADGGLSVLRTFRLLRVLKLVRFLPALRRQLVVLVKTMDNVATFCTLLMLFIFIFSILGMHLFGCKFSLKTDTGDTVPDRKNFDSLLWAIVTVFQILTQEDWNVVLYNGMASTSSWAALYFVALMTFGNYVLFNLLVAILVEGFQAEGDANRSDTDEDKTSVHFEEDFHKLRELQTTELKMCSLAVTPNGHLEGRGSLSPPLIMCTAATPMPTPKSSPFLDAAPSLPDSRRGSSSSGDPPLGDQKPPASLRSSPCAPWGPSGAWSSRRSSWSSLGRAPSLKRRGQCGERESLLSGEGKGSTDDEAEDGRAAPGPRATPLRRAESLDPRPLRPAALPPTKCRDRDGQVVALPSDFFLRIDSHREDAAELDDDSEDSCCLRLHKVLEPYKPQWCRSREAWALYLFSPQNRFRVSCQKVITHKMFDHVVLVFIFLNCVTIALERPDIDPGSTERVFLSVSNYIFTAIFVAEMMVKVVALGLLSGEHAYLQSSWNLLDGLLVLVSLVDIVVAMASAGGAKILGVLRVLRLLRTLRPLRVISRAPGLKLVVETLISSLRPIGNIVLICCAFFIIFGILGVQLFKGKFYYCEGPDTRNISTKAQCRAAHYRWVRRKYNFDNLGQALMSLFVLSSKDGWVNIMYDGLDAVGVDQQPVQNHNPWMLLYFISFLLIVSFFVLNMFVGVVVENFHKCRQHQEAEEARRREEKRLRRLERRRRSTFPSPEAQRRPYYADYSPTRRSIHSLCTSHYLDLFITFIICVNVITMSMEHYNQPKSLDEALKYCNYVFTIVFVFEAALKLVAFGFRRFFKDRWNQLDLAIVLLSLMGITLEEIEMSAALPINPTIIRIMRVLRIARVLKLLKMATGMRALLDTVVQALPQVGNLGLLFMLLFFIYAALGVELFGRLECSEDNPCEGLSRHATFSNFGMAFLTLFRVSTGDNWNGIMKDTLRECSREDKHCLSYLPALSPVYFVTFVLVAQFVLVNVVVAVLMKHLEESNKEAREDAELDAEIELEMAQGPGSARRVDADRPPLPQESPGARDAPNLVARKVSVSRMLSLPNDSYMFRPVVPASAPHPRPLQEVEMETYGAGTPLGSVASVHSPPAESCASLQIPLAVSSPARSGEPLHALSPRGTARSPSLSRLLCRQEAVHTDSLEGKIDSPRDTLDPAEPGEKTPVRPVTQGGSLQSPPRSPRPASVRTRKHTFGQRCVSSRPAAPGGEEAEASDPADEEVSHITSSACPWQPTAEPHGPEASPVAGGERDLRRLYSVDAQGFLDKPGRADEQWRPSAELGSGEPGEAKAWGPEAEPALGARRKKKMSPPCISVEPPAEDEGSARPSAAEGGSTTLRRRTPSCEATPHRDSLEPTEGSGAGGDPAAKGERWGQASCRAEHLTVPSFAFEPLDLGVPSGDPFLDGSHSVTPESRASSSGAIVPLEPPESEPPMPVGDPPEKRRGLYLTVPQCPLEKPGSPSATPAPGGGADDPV
# Starred values were filed as active, the others as inactive.
SMILES,Cav3 T inh
Cc1ccccc1-c1nc(CS(=O)(=O)CC(=O)NCc2ccccc2)c(C)o1,-4.22*
COCCCN1C(=O)c2[nH]nc(-c3ccccc3O)c2C1c1cccc(Cl)c1 (stereo not given),-6.45*
O=C(NCCNC(=O)c1cc(OCC(F)(F)F)ccc1OCC(F)(F)F)Nc1ccccc1,-2.56
CCC(C)[C@H](NC(=O)N1CCCC1)C(=O)OC (stereo not given in full),1.34
CCC(C)(C(=O)NC1CCCC1)N(CC1CCCO1)C(=O)CNC(=O)c1ccccc1 (stereo not given),-0.172
Clc1ccc(Cn2cccc2C2=NCCO2)cc1,-0.926
CCOc1cccc(N2C(=O)CC(n3cnc4ccccc43)C2=O)c1 (stereo not given),0.306
COc1ccc(Cl)cc1NC(=O)CN(C)C1CCCCC1,-1.38
CCN(CC)S(=O)(=O)c1ccc(C(=O)C(C#N)c2ccccn2)cc1 (stereo not given),-0.615
COC(=O)c1ccc(CSc2nc(N3CCOCC3)c3c(c2C#N)CC(C)(C)OC3)o1,-2.17
Cc1cc(C(=O)Nc2cccnc2)on1,0.845
COc1ccc(N=C2C(=Nc3ccc(OC)cc3)N(c3ccc(OC)cc3)C(=S)N2C(=O)c2ccc(OC)cc2)cc1,-1.32
COCCN(C(=O)Cc1cccs1)c1nnc(-c2ccncc2)s1,0.983
CCCC(=O)OC1CC(C)N(C(=O)c2ccccc2)c2ccc(C)cc21 (stereo not given),-4.45*
O=C(CN1C(=O)c2cccc3cccc1c23)Nc1cccnc1,0.539
COc1cccc(CN2C(=O)CCC2(C)C(=O)NC2CCCC2)c1 (stereo not given),-0.731
CCOc1ccc(NC(=O)c2ccccc2NC(=O)CN2CCN(C(C)=O)CC2)cc1,0.141
COc1ccc2c(c1)C(C)=CC(C)(C)N2C(=O)C(C)N1C(=O)c2ccccc2C1=O (stereo not given),-0.954
CSc1ccc(CCNC(=O)C2CCN(c3nnc(-n4cccc4)s3)CC2)cc1,1.21
COc1ccc(NC(=O)C2CC2)cc1-n1cnnn1,-0.253
COC(=O)C1CCN(C(=O)c2ccccc2Oc2ccccc2)CC1,-0.0428
O=C(NC1CCCC1)C1CCCN1C(=O)Nc1ccccc1 (stereo not given),0.585
C=CCSC1=N/C(=C\c2ccc3c(c2)OCO3)C(=O)S1,0.0317
COc1ccc(CN2CCn3ncc(C(=O)Nc4cc(C)cc(C)c4)c3C2=O)cc1,0.00327
Cc1cc(C)c(NC(=O)c2ccc(S(=O)(=O)N3CCOCC3)cc2)c(C)c1,0.737
# Next part
SMILES,Cav3 T inh
Cc1cccc(C)c1NC(=O)CN1C(=O)S/C(=C\c2cccn2C)C1=O,0.362
c1ccc2nc(N3CCCC3)c(N3CCCC3)nc2c1,-0.629
Cc1ccc(NC(=O)CN(C)c2ccc(S(=O)(=O)N3CCN(C)CC3)cn2)cc1,0.0289
CCOCCCn1c(C)nc2c(c1=O)c1nc3ccccc3nc1n2CCC1=CCCCC1,0.0772
O=C(CCC1CCCCC1)Nc1c2c(nn1-c1ccc(F)cc1)CS(=O)C2 (stereo not given),-1.14
O=C1c2ccccc2C(=O)N1Cc1nc(-c2ccccn2)no1,0.0392
Cc1sc(NC(=O)c2cc(-c3ccc(Cl)cc3)nc3ccccc23)c(C(N)=O)c1C,-0.0607
Cc1ccc(-n2nc(C)c3c2OC(N)=C(C#N)C3c2ccco2)cc1 (stereo not given),-0.275
COc1ccc(CNC(=O)C(NS(=O)(=O)c2ccc3c(c2)CCCN3C(C)=O)C(C)C)cc1 (stereo not given),0.482
CN(C)S(=O)(=O)N1CCN(CC(O)COc2ccc(C(=O)c3ccccc3)cc2)CC1 (stereo not given),-0.00112
Cc1ccc(-c2cccc(C(=O)NCCc3ccccc3)n2)c2ccccc12,-0.431
Cn1c(=O)c([N+](=O)[O-])c(NCc2ccccc2)c2ccccc21,0.0277
N/C(=N\OC(=O)c1cc(Cl)ccc1Cl)c1cccnc1,1.2
COc1ccc(C(=O)N2CCN(S(=O)(=O)c3ccccc3)CC2)c(OC)c1,0.0144
COc1cc(/C=N/NC(=O)c2cnn3c(C)cc(-c4ccccc4)nc23)ccc1O,0.454
S=c1[nH]ncc2ccccc12,0.892
O=C(OC1CCS(=O)(=O)c2sccc21)c1ccccc1 (stereo not given),0.946
CCCn1nnc(NC(=O)c2cc(Br)ccc2OC)n1,-0.408
Cc1noc(/C=C/N(C)C)c1S(=O)(=O)N1CCCC(C(=O)NCc2ccc(Cl)cc2)C1 (stereo not given),0.07
CC(C)(C)c1ccc(C(=O)Nc2nonc2-c2nc3ccccc3[nH]2)cc1,-1.26
O=C(O)c1ccc2c(c1)N(Cc1ccccc1)C(=O)c1ccccc1S2=O (stereo not given),1.2
CS(=O)(=O)N(Cc1ccc(Cl)cc1)c1ccc(C(=O)NCCC2=CCCCC2)cc1,-0.3
CCC(=O)/C=C1\Sc2ccc(OC)cc2N1CCO,1.08
CN(CCNC(=O)c1cccc(N2CCCC2=O)c1)Cc1ccccc1,-0.0128
CCOc1ccc(C2C=C(c3ccccc3)Nc3ncnn32)cc1 (stereo not given),-1.71
# (further entries)
SMILES,Cav3 T inh
O=C(Nc1ccc(Br)cc1)c1cccnc1N1CCCCC1,-0.77
COCCCNC(=O)CCc1nc2cccnc2n1Cc1ccccc1,-0.0594
COc1ccc(C(=O)Nc2cc(C)ccc2NC(=O)COc2ccccc2)cc1,0.128
COCCNC(=O)CSc1nc2nc(C)cc(C)n2n1,0.4
O=C1C2C3C=CC(C4CC34)C2C(=O)N1/N=C/c1ccc(-c2ccc(Cl)cc2[N+](=O)[O-])o1 (stereo not given),-1.01
CC(=O)NC(Cc1cc(C)ccc1C)C(=O)N1CCN(C(=O)Nc2ccc(C(C)=O)cc2)CC1 (stereo not given),-0.319
Cc1ccccc1C1NS(=O)(=O)N=C1N (stereo not given),0.053
CC1(C)CC(=O)c2c(-c3cccnc3)n[nH]c2C1,1.58
CC(C)C(C(=O)NCC1CCCO1)N(Cc1ccco1)C(=O)CNS(=O)(=O)c1ccc(F)cc1 (stereo not given),0.00796
Cc1ccc(-c2nn(CCC(=O)NCC3CCCO3)c(=O)c3ccccc23)cc1 (stereo not given),-3.17
COc1ccc(/C=C/C(=O)c2sc(-c3ccccc3)nc2C)cc1,-1.06
COC(=O)c1cc2nc(-c3ccccc3)cc(C)n2n1,0.579
C=CCn1c(N)nc2ccccc21,0.0202
CCOC(=O)C1CCN(c2c(C(=O)c3ccccc3)cnc3ccc(Cl)cc23)CC1,-2.08
Cc1cc(NC(=O)C2CCCN(S(=O)(=O)c3cnc[nH]3)C2)ccc1Br (stereo not given),0.694
O=C(Cc1cn2ccsc2n1)Nc1ccccn1,-1.93
Cn1c(SCc2c(F)cccc2Cl)nnc1-c1cccs1,0.446
CCN(CC)C(=O)C(C)OC(=O)c1ccc(O)cc1 (stereo not given),0.424
Nc1cc(C(=O)O)ccc1N1CCCCC1,-1.21
CCN(CC)CCOc1nnc(-c2ccc(C)cc2)c2ccccc12,0.518
Cn1c(CCNC(=O)c2ccco2)nc2cc(NS(=O)(=O)c3ccccc3)ccc21,0.359
CCOC(=O)c1c(C)[nH]c(C(=O)COC(=O)CSCC(=O)N(CC)CC)c1C,0.302
C=CCN1CC(c2nc3ccccc3n2CCOc2ccccc2)CC1=O (stereo not given),-0.613
CCOC(=O)c1cc(C)n(-n2cnnc2)c1C,-0.126
COC(=O)C1=C(C(=O)OC)C2(OC1c1cccc(F)c1)C(=O)c1ccccc1C2=O (stereo not given),-0.118
# Remaining list, next part:
SMILES,Cav3 T inh
COn1c(-n2nc(C)cc2C)nc2ccccc2c1=O,0.388
CC(C)Sc1nnc(-c2c[nH]c3ccccc23)n1C,0.119
COC(=O)c1c(O)c2ccccc2[nH]c1=O,0.554
COc1ccc(CCN2C(=O)CC(NCCc3ccc(S(N)(=O)=O)cc3)C2=O)cc1OC (stereo not given),1.34
COc1ccccc1/C=C/C1=NC(=C\N(C)C)/C(=O)O1,-0.833
CCOC(=O)CNC(=O)CSc1ncnc2c1cnn2-c1ccc(OC)cc1,0.803
CC(=O)Nc1ccc(Nc2ncnc3c2cnn3-c2cccc(C)c2)cc1,-0.316
O=C(Cn1nnc2ccccc2c1=O)N1CCCc2ccccc21,0.00203
COc1cccc(OCC(O)CN(CCO)Cc2ccccc2)c1 (stereo not given),0.183
COc1ccc(OC)c(C(=O)COC(=O)c2c(OC)cccc2OC)c1,0.0466
CSc1nc(NC(C)C)nc(N2CCOCC2)n1,-0.352
O=C(C1CCN(S(=O)(=O)c2cccs2)CC1)N1CCc2ccccc2C1,0.244
COc1ccccc1N1CCN(C(=O)c2cccc(N3C(=O)NC4CC3(C)Oc3ccccc34)c2)CC1 (stereo not given),-3.92*
COC(=O)c1[nH]c2cccc(OC)c2c1NC(=O)CCN1CC(C)CC(C)C1 (stereo not given),-0.207
CN(C)C(=O)c1ccc2c(c1)n(C)c(=O)n2C,0.613
CCCCCOc1ccc(Cl)cc1CN1CCOCC1,-0.31
Brc1ccc(-c2nc(-c3ccccc3)no2)o1,-0.229
Clc1ccc2nc(N3CCNCC3)nc(-c3ccccc3)c2c1,0.802
Cc1cc(/C=C(\C#N)C(=O)NCc2ccco2)c(C)[nH]1,-0.00834
CCOC(=O)c1sc(NC(=S)NC(=O)CC(C)C)cc1C,-0.0122
CC(=O)C1=C(C)N(CC2CC2)C(=O)N[C@H]1c1cccs1,1.12
CCOC(=O)CCn1cc(F)c(=O)n(Cc2ccccc2)c1=O,1.31
COc1ccc(/C=C/C(=O)NC(=S)NNC(=O)c2ccco2)cc1,-5.35*
O=C(CNS(=O)(=O)/C=C/c1ccccc1)OCC(=O)N1CCC(Cc2ccccc2)CC1,-2.45
COc1ccc(Cn2nnnc2C(C(C)C)N(Cc2ccco2)Cc2cccs2)cc1 (stereo not given),-3.86*
# Next results:
SMILES,Cav3 T inh
O=C1CC(SCCO)C(=O)N1c1ccccc1 (stereo not given),0.108
c1ccc(-c2ccccc2OCCn2cncn2)cc1,0.0622
CCCn1nnnc1SCC(=O)NCc1ccccc1,0.233
COc1ccc(OC)c(C2C(C(=O)Nc3cccnc3)=C(C)NC3=C2C(=O)CCC3)c1 (stereo not given),0.0382
CS(=O)(=O)c1ccc(Cl)c(C(=O)O)c1,0.855
C=CCOC(=O)CCC(=O)Nc1cccc2ccccc12,0.00841
Brc1ccc(-c2nn3c(-c4ccco4)nnc3s2)o1,2.01
Cc1ccc(C)c(NC(=O)Cn2c([N+](=O)[O-])cnc2C)c1,0.808
O=C(c1cccnc1)N1C2CCC1CC(O)(c1ccc(F)cc1)C2 (stereo not given),-0.0619
CCN(CC)c1ccc2cc(S(=O)(=O)c3ccc(Cl)cc3)c(=O)oc2c1,-4.08*
COC(=O)[C@@]1(Cc2ccc(OC)cc2)[C@H]2c3cc(C(=O)N4CCCC4)n(CCn4cc([N+](=O)[O-])nc4C)c3C[C@H]2CN1C(=O)c1ccccc1,1.15
COc1ccccc1-c1cc(=O)c2c(O)ccc([N+](=O)[O-])c2o1,-0.26
Cc1nn(C)cc1CNC(=O)Nc1ccc(Br)cc1Cl,-0.021
O=C1C2CCCN2C(c2ccccc2F)N1c1cccc(Cl)c1 (stereo not given),0.364
O=C1CC(SCc2nc3ccccc3[nH]2)C(=O)N1c1ccc(F)cc1 (stereo not given),-1.72
CC(C)n1nnnc1SCC(=O)NCc1cccs1,-0.123
c1ccc2c3c([nH]c2c1)-c1[nH]ncc1CC3,1.27
CC1(C)c2[nH]c3ccccc3c2C[C@H]2C(=O)N(Cc3ccccc3)C(=O)N21,-1.19
CC12CCC(C(=O)N(CSC(=S)N/N=C\c3ccccc3)C1=O)C2(C)C (stereo not given),-0.453
O=C(Cn1ncc2c(=O)oc3ccccc3c21)NCC1CCCO1 (stereo not given),0.18
N#Cc1ccc(-c2ccc(Cl)cc2)nc1SCC(=O)c1cccc(Cl)c1,-1.28
CC(=O)c1cc(-c2ccccc2)n(CCC(=O)NCc2cccs2)c1C,0.000705
Cc1nnsc1C(=O)NC1CCCCC1,0.882
COc1ccc(-c2cc(N)n(CCC#N)n2)c(OC)c1,0.31
CCOC(=O)C1=C(C)N(CCCC(=O)O)C(=O)NC1c1ccccc1OC(=O)c1cccs1 (stereo not given),0.333
COc1ccc(-c2nnc(SCC(=O)N3CCCCC3)o2)c(OC)c1,0.341
CCN(CC)C(=O)c1ccc(S(=O)(=O)N2CCC(c3nc4ccccc4s3)CC2)cc1,-0.0267

# A draw from above in order of molar mass, low to high.
SMILES,Cav3 T inh
Cc1nnsc1C(=O)NC1CCCCC1,0.882
CS(=O)(=O)c1ccc(Cl)c(C(=O)O)c1,0.855
COc1ccc(-c2cc(N)n(CCC#N)n2)c(OC)c1,0.31
C=CCOC(=O)CCC(=O)Nc1cccc2ccccc12,0.00841
Cc1ccc(C)c(NC(=O)Cn2c([N+](=O)[O-])cnc2C)c1,0.808
CCCn1nnnc1SCC(=O)NCc1ccccc1,0.233
CC(C)n1nnnc1SCC(=O)NCc1cccs1,-0.123
O=C(c1cccnc1)N1C2CCC1CC(O)(c1ccc(F)cc1)C2 (stereo not given),-0.0619
O=C1CC(SCc2nc3ccccc3[nH]2)C(=O)N1c1ccc(F)cc1 (stereo not given),-1.72
Cc1nn(C)cc1CNC(=O)Nc1ccc(Br)cc1Cl,-0.021
CC1(C)c2[nH]c3ccccc3c2C[C@H]2C(=O)N(Cc3ccccc3)C(=O)N21,-1.19
COc1ccc(-c2nnc(SCC(=O)N3CCCCC3)o2)c(OC)c1,0.341
CCN(CC)c1ccc2cc(S(=O)(=O)c3ccc(Cl)cc3)c(=O)oc2c1,-4.08*
N#Cc1ccc(-c2ccc(Cl)cc2)nc1SCC(=O)c1cccc(Cl)c1,-1.28
COc1ccc(OC)c(C2C(C(=O)Nc3cccnc3)=C(C)NC3=C2C(=O)CCC3)c1 (stereo not given),0.0382
CCOC(=O)C1=C(C)N(CCCC(=O)O)C(=O)NC1c1ccccc1OC(=O)c1cccs1 (stereo not given),0.333

# This is a subset, so the mix of outcomes need not match the whole.
